KB-3-1 tox = KB-3-1 parental cell cytotoxicity; KB-3-1 viability, CellTiter-Glo ATP luminescence, 72 h; Potency, µM (highest dose often 46.1 µM), for inactives: top-dose activity change, negative = cytotoxic, most hits filed as cytotoxic; actives 1.4% (n = 400,000); also: potency is read from the fitted curve at half-maximal effect; % is scaled to controls: 0 for no effect and ±100 for the full control effect; nearly all actives have a fitted effect of over 60% in size
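KB-3-1 parental drug-naive adenocarcinoma cells in DMEM/10% FBS, incubated 72 h at 37 C with pin-transferred compounds across a concentration series. Viability by CellTiter-Glo luminescence; concentration-response curves fitted after normalization.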
SW480 rerep = DNA re-replication induction in SW480 cells; SW480 DNA re-replication, Hoechst DNA content imaging, 48 h; Potency, µM (series often up to 46.1 µM), without a hit: at the top dose re-replication activation, actives largely listed as activators; actives 1.8% (n = 340,000); AID 624297; also: potency is read from the fitted curve at half-maximal effect; % of control where 0% means no effect; nearly all actives have a fitted effect of over 55% in size
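250 cells/well; 23 nL cpd via pin tool; 48 hr, 37 C, 5% CO2; Hoechst 40 min; imager read of total nuclear intensity, ex 405/em 500-530 nm.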
DRD3 agonist = D3 dopamine receptor (human) agonism; P35462; max activation, %; D3R DiscoveRx beta-arrestin cells, luminescence, 90 min; AID 652048; actives 0.58% (n = 410,000); in the data active = max activation above about 30%; also: 0% is about no effect; mostly tested at two doses, the higher about 12 µM
Target sequence (P35462 whole entry, looked up): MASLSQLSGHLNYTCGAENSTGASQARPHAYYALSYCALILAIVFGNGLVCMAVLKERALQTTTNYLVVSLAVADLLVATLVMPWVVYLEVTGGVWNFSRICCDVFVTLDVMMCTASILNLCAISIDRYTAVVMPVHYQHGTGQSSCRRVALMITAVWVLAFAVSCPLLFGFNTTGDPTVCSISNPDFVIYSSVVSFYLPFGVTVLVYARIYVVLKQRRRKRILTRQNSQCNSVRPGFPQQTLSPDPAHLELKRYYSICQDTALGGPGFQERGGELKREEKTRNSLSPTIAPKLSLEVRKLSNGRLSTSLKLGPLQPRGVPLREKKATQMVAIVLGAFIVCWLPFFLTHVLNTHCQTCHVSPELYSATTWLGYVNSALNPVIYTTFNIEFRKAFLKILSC
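Agonist-mode cell screen: cells plated at 1500/well and incubated overnight at 37 °C, then exposed to library compounds for 90 min at 37 °C. Detection reagent was added for 30–60 min at room temperature, and luminescence was read.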
HT1080 IDH1KD tx = HT-1080 IDH1 knockdown cell toxicity (counter line); HT-1080 IDH1 knockdown viability, ATP luminescence, 48 h; Potency, µM (series often up to 46.1 µM), inactives show at the top dose activity, negative = toxicity, actives largely listed as cytotoxic; actives 2% (n = 360,000); AID 686971;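 also: potency is read from the fitted curve at half-maximal effect; 0% = DMSO wells and -100% = cell-free medium wells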
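After a 2 h attachment period, IDH1KD HT-1080 cells took pin-transferred compound for 48 h at 37 °C; ATP-based luminescence after 10 min room-temperature reagent incubation reported viability.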
HT1080NT lethal = kills 2HG-producing HT-1080-NT fibrosarcoma cells; HT-1080-NT fibrosarcoma viability, CellTiter-Glo ATP luminescence, 48 h; Potency, µM (top dose mostly 46.1 µM), for the others: at the top dose activity, negative = less viability, most hits filed as cytotoxic; actives 1.6% (n = 360,000); AID 686970;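 also: NT is the 2HG producing partner of a matched IDH1 knockdown line; potency is read from the fitted curve at half-maximal effect; 0% = DMSO-treated cells and -100% = media-only wells without cells; nearly all actives have a fitted effect of over 55% in size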
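HT-1080-NT fibrosarcoma cells (2HG-overproducing), 750 cells/well in RPMI with 5% FBS, dosed after 2 h and incubated 48 h at 37C. CellTiter-Glo luminescence normalized to DMSO and no-cell wells; concentration-response curves fitted and classed.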
HEK293 tox = cytotoxicity counter-screen for GLP-1 receptor inverse agonists. HEK293 cAMP-luciferase reporter cells, luminescence, 24 h. Potency, µM (series often up to 38.3 µM), for the others: top-dose activity change, negative = inhibition, hits mostly inhibitors. actives 0.13% (n = 410,000). AID 624418;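 also: loss of luciferase light is scored as toxicity; potency is read from the fitted curve at half-maximal effect; % is scaled to controls: 0 for no effect and ±100 for the full control effect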
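Compound-treated cells are incubated 24 hr at 37 deg C under 5% CO2 after a 12 hour attachment period, then luciferase detection reagent is added and luminescence is measured following 12 min at room temperature; lowered signal indicates toxicity.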
KB-V1 cytotox = kills drug-selected multidrug resistant KB-V1 cells; KB-V1 MDR cells viability, CellTiter-Glo, 72 h; Potency, µM (highest dose often 46.1 µM), for the others: top-dose activity change, negative = cytotoxicity, actives largely listed as cytotoxic; actives 3.4% (n = 400,000); also: potency is read from the fitted curve at half-maximal effect; % is scaled to controls: 0 for no effect and ±100 for the full control effect; nearly all actives have a fitted effect of over 60% in size
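Compound-treated KB-V1 multidrug-resistant cells, 72 h, 37 degrees C; viability by CellTiter-Glo. Fitted qHTS curves give the values.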
IL1B secr inh = inflammasome signaling inhibition, IL-1 beta readout; actives 4.7% (n = 360,000); THP-1 LPS/ATP IL-1B secretion, AlphaLISA, 16 h; active compounds read low; activity change, % at 57.5 µM; in the data active = activity change below about -50%; inconclusive = mostly about -30% to -49%; also: % is scaled to controls: 0 for no effect and ±100 for the full control effect
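Secreted IL-1B measured by AlphaLISA bead assay after 16 h compound exposure of THP-1 cells; compounds (final up to 57.5 uM) added 1 h before LPS (250 ng/mL) and ATP (1.25 mM) stimulation; lower signal means less secretion.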
MCF10A rereplic = induces DNA re-replication in MCF 10a normal breast cells | MCF 10A DNA re-replication, Hoechst nuclear intensity, 48 h | Potency, µM (series often up to 46.1 µM), for inactives: at the highest dose activity, positive = re-replication, most hits filed as activators | actives 2.9% (n = 350,000) | AID 624296; also: potency is read from the fitted curve at half-maximal effect; % of control where 0% means no effect; nearly all actives have a fitted effect of over 50% in size
* = called active by the depositor; ? = inconclusive; nt = no result given; [ ] = remark or other dose. Unless noted, calls follow the shape of the dose curve; as a rule, active = well fitted curve in the direction sought with a large enough effect; inconclusive = small, poorly fitted or top-dose-only effect, or another doubt; inactive = no such curve, though single readings can be large; an effect the other way counts as inactive or inconclusive.

SMILES | KB-3-1 tox | SW480 rerep | DRD3 agonist | HT1080 IDH1KD tx | HT1080NT lethal | HEK293 tox | KB-V1 cytotox | IL1B secr inh | MCF10A rereplic
CCN(CC)CCN(C(=O)c1ccc(C(=O)c2ccccc2)cc1)c1nc2ccc(OC)cc2s1 | 3% | 4% | -9 | -3% | 2% | 3% | -1% | ? | 1%
O=C(CN1C(=O)NC2(CCCCC2)C1=O)N1CCN(C(=O)c2cccs2)CC1 | 10% | -6% | 8 | 5% | 11% | -14% | 6% | 0 | -2%
Cc1ccccc1C(=O)Nc1ccc(C(=O)OCc2cc(=O)n3nc(C4CC4)sc3n2)cc1 | ? | nt | 8 | nt | nt | -12% | -24% | nt | nt
O=C(NC1CCCN(c2ccc(C(F)(F)F)cn2)C1)c1ccncc1 (configuration not stated) | 12% | 22% | 1 | 20% | -1% | -16% | 0% | 25 | 1%
COC(=O)C1=CN(Cc2cccs2)C=C(C(=O)OC)C1c1ccc(OC)cc1OC | -2% | 24% | 2 | -8% | -10% | 16% | 24% | 7 | ?
Clc1ccccc1Cc1noc(CN2CCCCC2CCc2ccccn2)n1 (configuration not stated) | 1% | 2% | -11 | -12% | 0% | -5% | 0% | -13 | -4%
CCOC(=O)c1ccc(NC(=O)CN(c2ccc(C)cc2)S(=O)(=O)c2ccc(OC)cc2)cc1 | -12% | nt | -16 | nt | nt | -5% | -20% | nt | nt
O=C1CN(C(=O)COC(=O)c2ccc[n+]([O-])c2)c2ccccc2N1 | -3% | -2% | -1 | 2% | -4% | 15%[7.66 µM] | ? | -15 | 2%
CC(=O)c1ccc(OCCCC(=O)N2CCN(S(=O)(=O)c3ccc(C(C)C)cc3)CC2)cc1 | -29% | -5% | 5 | -29% | -29% | 6% | ? | ? | 3%
COc1ccc(C(=O)Nc2ccc3nc4c(c(Nc5ccc(OC)c(OC)c5)c3c2)CCCC4)c(OC)c1 | 6% | nt | -7 | nt | nt | -3% | 0% | nt | nt
Cc1ccc(CNC(=O)CC(NC(=O)c2ccccc2)c2ccccc2)cc1 (configuration not stated) | 13% | 28% | -2 | 15% | 5% | -5% | 16% | 7 | 2%
CCc1ccc2oc(=O)cc(CN3CCC(C)CC3)c2c1 | -3% | 7% | -5 | -4% | -21% | 18% | -10% | -2 | 14%
CC(C)COc1ccc(CNC(=S)N/N=C/c2ccc([N+](=O)[O-])cc2)cc1 | 0% | ? | -3 | -15% | -15% | -11% | 5% | -15 | ?
CC(C)c1ccc(N(CCc2ccccn2)C(=O)C(C)(C)C)cc1 | -1% | -1% | 7 | -4% | -4% | ? | ? | 6 | 2%
CCOC(=O)C1=C(COC(=O)/C=C/c2ccccc2Cl)NC(=O)NC1C (configuration not stated) | ? | 1% | 6 | 14% | 9% | -3% | -13% | 0 | -1%
Cc1nnc(SCCCn2c(N3CCN(c4ccccc4)CC3)nc3c2c(=O)[nH]c(=O)n3C)s1 | -6% | -5% | 4 | 0% | 0% | -1% | ? | -29 | 2%
COc1ccc(-c2ccc3[nH]c4c(c3c2)CCN2C(=O)[C@@H]([C@H](C)O)[C@@H](N(C)C(=O)Nc3cc(Cl)cc(Cl)c3)C[C@@H]42)cc1 | ? | nt | -5 | 15% | ? | 21% | -13% | ? | nt
COCCNC(=O)c1cn(Cc2c(F)cccc2Cl)nn1 | -2% | 0% | -3 | 10% | 6% | 20% | 1% | 10 | 3%
COc1ccc(C(=O)NC(Cc2ccc(OC(=O)c3ccc(OC)cc3)cc2)C(=O)O)cc1 (configuration not stated) | 11% | -5% | -6 | 4% | 7% | -13% | 17% | 20 | -16%
Clc1ccc(-c2ccc(SCc3ccccn3)nn2)cc1 | 7% | -3% | -2 | 22% | 15% | -2% | -7% | -7 | ?
Cc1ccc(C(C(=O)NCc2ccccc2)N(C(=O)c2ccccn2)c2ccccc2)o1 (configuration not stated) | -4% | -14% | -5 | -1% | -9% | 0% | 5% | -8 | 3%
CN(CCC#N)C(=O)COC(=O)/C=C/c1cccs1 | 24% | ? | 7 | 1% | 0% | 21% | -4% | 0 | 94%
Cc1[nH]c2ccc(Cl)cc2c(=O)c1CN1CCCC1 | 9% | -12% | -9 | 3% | 0% | -7% | ? | 7 | -1%
Cn1c(Cc2cccc3ccccc23)nnc1SCC(=O)N1CCN(c2ccccc2)CC1 | -27% | 12% | -2 | -10% | 14% | 1% | 15µM* | -4 | 7%
CC(CC1CC(C)(C)OC1=O)C(=O)Nc1ccc([N+](=O)[O-])cc1 (configuration not stated) | 16% | 1% | 1 | 6% | 6% | -23% | -3% | 4 | -1%
CC1CN(Cc2nc3c(c(=O)[nH]c(=O)n3C)n2CCN2CCOCC2)CC(C)O1 (configuration not stated) | -6% | -9% | 0 | -3% | 7% | 12% | 15% | -6 | -1%
CCc1nc(SCC(=O)c2ccccc2)c2ccccc2n1 | 15% | -6% | 5 | -7% | -1% | -12% | -11% | ? | ?
O=C(OCc1nnn(Cc2ccccc2)c1-c1c(COC(=O)c2ccccc2)nnn1Cc1ccccc1)c1ccccc1 | -2% | -9%[9.22 µM] | 12 | 0% | 14% | 3% | -3% | -21 | ?
CCOC(=O)C(NCCc1ccccc1)(NC(C)=O)C(F)(F)F (configuration not stated) | 8% | -8% | 6 | 17% | 12% | ? | 15% | 11 | 1%
COC(CNC(=O)C1CCCN(S(=O)(=O)c2c(C)noc2/C=C/c2cccs2)C1)OC (configuration not stated) | 10% | -14% | 12 | 2% | 6% | 6% | 23% | -13 | 3.7µM*

Laid out differently: 4 of the compounds above.
compound,KB-3-1 tox,SW480 rerep,DRD3 agonist,HT1080 IDH1KD tx,HT1080NT lethal,HEK293 tox,KB-V1 cytotox,IL1B secr inh,MCF10A rereplic
COCCNC(=O)c1cn(Cc2c(F)cccc2Cl)nn1,-2%,0%,-3,10%,6%,20%,1%,10,3%
CN(CCC#N)C(=O)COC(=O)/C=C/c1cccs1,24%,?,7,1%,0%,21%,-4%,0,94%
COc1ccc(C(=O)NC(Cc2ccc(OC(=O)c3ccc(OC)cc3)cc2)C(=O)O)cc1 (configuration not stated),11%,-5%,-6,4%,7%,-13%,17%,20,-16%
O=C(OCc1nnn(Cc2ccccc2)c1-c1c(COC(=O)c2ccccc2)nnn1Cc1ccccc1)c1ccccc1,-2%,-9%[9.22 µM],12,0%,14%,3%,-3%,-21,?

(list continues)
SMILES | KB-3-1 tox | SW480 rerep | DRD3 agonist | HT1080 IDH1KD tx | HT1080NT lethal | HEK293 tox | KB-V1 cytotox | IL1B secr inh | MCF10A rereplic
Cc1ccc(-c2csc3nc(CSc4nnc(-c5ccc(Cl)cc5)n4C)[nH]c(=O)c23)cc1 | 6% | 5% | -2 | 9% | 1% | 1% | 4% | 11 | ?
CN(C)CC(O)c1ccc(C=Cc2ccc(Cl)cc2)cc1 (configuration not stated) | ? | 4% | 0 | 5.8µM* | -5% | ? | ? | -92* | ?
COc1cccc(CN(CC2CCCO2)S(=O)(=O)c2ccc(S(=O)(=O)NCC3CCCO3)cc2)c1OC (configuration not stated) | -4% | -4% | -8 | -15% | -9% | 8% | ? | -10 | 2%
COc1ccc(C)cc1NS(=O)(=O)c1ccc2[nH]c(=O)c(=O)[nH]c2c1 | 1% | nt | 3 | nt | nt | 1% | 17% | nt | nt
O=C1c2cccnc2C(=O)N1Cc1ccc(F)cc1S(=O)(=O)NCc1ccco1 | 4% | -6% | 2 | 6% | 7% | 6% | 0% | -5 | -5%
Cc1ccc(C(=O)Nc2cccc(NC(=O)c3ccc(C)o3)n2)o1 | -7% | -4% | 0 | -15% | -21% | -11% | -29% | -16 | -9%
O=C(c1cc(-c2cccc(O)c2)on1)N1CCOCC1 | -1% | -8% | -4 | 0% | -15% | -3% | 1% | ? | ?
O=C(Cc1cccc(C(F)(F)F)c1)Nc1cccc(S(=O)(=O)N2CCCC2)c1 | nt | 8% | -10 | 3% | -1% | -8% | nt | 2 | 8%
Cc1cc(Cl)ccc1OCC(=O)N1CCN(c2ncccn2)CC1 | -10% | -1% | 2 | -11% | -10% | 0% | ? | -16 | -2%
CC(C)[C@H](NC(=O)c1c(F)cccc1F)C(=O)OCC(=O)NNC(=O)c1ccccc1 | 0% | nt | -2 | 0% | -1% | 12% | ? | -2 | nt
N#Cc1c(N2CCOCC2)nc(N)c2c(N)nc3c(c12)CC(CCl)O3 (configuration not stated) | -4% | ? | 4 | -3% | -8% | 14% | -12% | -15 | ?
O=C(Nc1ccc(Cl)c(S(=O)(=O)Nc2ccccc2Cl)c1)c1cccs1 | -6% | 6% | -3 | ? | ? | 7% | -9% | -93* | ?
CCc1ccc(N2CC(C(=O)Nc3nccs3)CC2=O)cc1 (configuration not stated) | -5% | 0% | -3 | 0% | 1% | 1% | -9% | 21 | -7%
COCCNC(=O)c1cc(C(=O)CC(C)C)c[nH]1 | 12% | -4% | 6 | 21% | 23% | 15% | -3% | -4 | -1%
CCOc1ccc(NC(=O)N2CCC(n3c(=O)[nH]c4ccccc43)CC2)cc1 | -8% | -1% | 4 | 1% | 4% | -7% | 4% | ? | 3%
CCCCCCC1NC(C(=O)O)CS1 (configuration not stated) | -1% | -15% | 1 | 20% | 9% | -5% | 0% | 20 | -2%
COc1ccc(Cn2nnnc2CN2CCC(O)(c3ccc(F)cc3)CC2)cc1 | 8% | -6% | -23 | -4% | 1% | 9% | ? | -7 | -4%
COC(=O)CN1C(=O)[C@H]2[C@@H](c3ccc(C)o3)N3C(=O)CN(Cc4ccccn4)C(=O)[C@@]3(C)[C@H]2C1=O | -25% | -4% | -32 | 1% | 2% | 11% | 10% | 19 | -2%

Screening results from PubChem BioAssay.
